# MITF primary: MITF inhibitors, primary screen, biochemical, AlphaScreen, human | Microphthalmia-associated transcription factor (Homo sapiens), O75030 | AlphaScreen MITF homodimerization, bead proximity signal | inhibition, % at 2.6 µM | hit rate 0.91% among 650,000; in the data active means inhibition above about 50%;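 further: 0% = vehicle wells with protein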
# Target sequence (O75030 whole entry, looked up): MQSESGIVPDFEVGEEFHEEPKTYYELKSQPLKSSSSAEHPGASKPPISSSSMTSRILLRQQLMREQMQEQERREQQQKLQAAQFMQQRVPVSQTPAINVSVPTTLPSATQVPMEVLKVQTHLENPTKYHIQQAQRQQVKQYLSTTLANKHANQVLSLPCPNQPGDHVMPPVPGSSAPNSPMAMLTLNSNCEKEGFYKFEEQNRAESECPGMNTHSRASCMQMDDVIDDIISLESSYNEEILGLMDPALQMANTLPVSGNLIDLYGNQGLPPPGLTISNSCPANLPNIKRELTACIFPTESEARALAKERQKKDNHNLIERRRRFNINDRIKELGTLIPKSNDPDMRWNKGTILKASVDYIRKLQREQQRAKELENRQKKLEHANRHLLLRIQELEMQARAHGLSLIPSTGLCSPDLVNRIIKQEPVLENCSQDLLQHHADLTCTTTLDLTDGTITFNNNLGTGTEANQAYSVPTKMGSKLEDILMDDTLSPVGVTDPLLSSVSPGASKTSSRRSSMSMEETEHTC
# FBW7 act: FBW7 E3 ligase activators, primary screen, biochemical, AlphaScreen, human | AID 1259310, 2017 | normalized activity (activation), % at 26.1 µM | hit rate 0.13% among 650,000 | AlphaScreen FBW7–phospho-cyclin E peptide binding, activator screen | F-box/WD repeat-containing protein 7 (Homo sapiens), Q969H0; in the data active means normalized activity above about 1.9%;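 further: purified mutant Fbw7 with reduced substrate affinity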
# GPR151 ag: activators of human GPR151, primary screen, cell-based, PathHunter beta-arrestin, luminescence. G-protein coupled receptor 151 (Homo sapiens), Q8TDV0. PathHunter beta-arrestin GPR151 cells. activation, % at 11.2 µM. hit rate 1% among 650,000. AID 1508602, 2020; in the data active means activation above about 4.9%;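 further: 0% = median of compound wells and 100% = cells with positive control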
# Target sequence (Q8TDV0 whole entry, looked up): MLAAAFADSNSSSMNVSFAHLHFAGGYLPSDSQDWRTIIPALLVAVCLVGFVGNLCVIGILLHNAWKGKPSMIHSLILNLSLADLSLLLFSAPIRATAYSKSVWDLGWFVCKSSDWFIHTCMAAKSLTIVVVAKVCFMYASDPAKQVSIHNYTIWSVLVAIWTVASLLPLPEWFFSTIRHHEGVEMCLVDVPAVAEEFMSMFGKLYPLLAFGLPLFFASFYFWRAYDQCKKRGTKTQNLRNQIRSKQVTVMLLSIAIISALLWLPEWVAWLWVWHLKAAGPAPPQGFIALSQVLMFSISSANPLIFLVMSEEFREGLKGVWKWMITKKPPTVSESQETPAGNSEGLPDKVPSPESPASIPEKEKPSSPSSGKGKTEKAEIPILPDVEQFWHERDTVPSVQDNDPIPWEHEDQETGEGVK
# TEAD-YAP inh: TEAD-YAP interaction inhibition, primary screen, TEAD-YAP interaction inhibitor project, luminescence, HEK-TIYL cells; hit rate 1.4% among 640,000; AID 1259422, 2018; inhibition, % at 9.12 µM; TEAD-Gal4/YAP UAS-luciferase luminescence; in the data active means inhibition above about 32%;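 further: 0% = median of test compound wells and 100% = reference inhibitor wells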
# Active calls of the source: *.
SMILES,MITF primary,FBW7 act,GPR151 ag,TEAD-YAP inh
CCOc1cc(/C=C(\C#N)C(=O)NC2CCCCC2C)ccc1O (stereo unspecified),18,0.7,-1.8,9
Clc1ccc(-c2nc3sc(-c4ccc(Cl)cc4)nc3s2)cc1,7,0.3,0.7,3
COc1cc(CNc2nccn3c(-c4ccc5c(c4)OCO5)cnc23)cc(OC)c1OC,3,-0.1,-0.3,0
O=C(Cc1c[nH]c2ccccc12)NCc1ccccc1C(F)(F)F,5,0.0,0.0,-5
CCOC(=O)C1=C(O)/C(=C/c2ccccc2Cl)SC1=Nc1ccccc1,2,0.0,0.3,-1
COc1ccc(S(=O)(=O)NCCC23CC4CC(CC(C4)C2)C3)cc1OC,-7,0.1,0.7,-9
CCOC(=O)C1CCCN(C(=S)Nc2cccc(Cl)c2)C1 (stereo unspecified),18,0.2,-1.9,6
COc1cc(NC(=O)c2cccc(-c3ccc(C(=O)NC4CC4)cc3)n2)cc(OC)c1OC,6,-0.1,0.5,34*
CC(C(=O)NCc1ccc(F)cc1)n1c2ccccc2c2cn[nH]c(=O)c21 (stereo unspecified),-9,0.2,0.1,3
COc1ccc(S(=O)(=O)N2CCNC(=O)C2)cc1Br,-18,0.1,-1.4,-7
COc1ccc2oc(=O)c(-c3nnc(Nc4ccc(Cl)cc4Cl)s3)cc2c1,12,0.3,2.0,-8
Cc1cccc(C)c1OC(=O)C(C)N1C(=O)c2ccccc2C1=O (stereo unspecified),-5,-0.1,-0.6,5
C/C(N)=C(/C#N)C(=O)CSc1nnc2n(-c3cccc(C)c3)c(=O)c3ccccc3n12,-1,0.2,-1.1,5
O=C(NCc1ccco1)c1cccc(-n2ccc3ccccc32)c1,7,-0.2,0.4,5
CC(C)NC(=O)Cn1ncn2cccc2c1=O,5,0.0,1.0,-4
c1ccc2c(c1)nc1n2CN(C2CCCCCC2)CN1,21,0.8,-1.2,1
CCC1=C(C(=O)OC)C(c2cccc(OC)c2)n2ncnc2N1 (stereo unspecified),-6,-0.2,0.0,4
COc1cc(C(=O)NCc2cccnc2)cc(OC)c1OC,-1,-0.1,0.8,-2
O=C(NC(=S)Nc1ccc(Cc2ccncc2)cc1)c1cc2ccccc2o1,-11,-0.1,-0.9,1
CC(C)N(C(=O)Cn1cc(SCC(N)=O)c2ccccc21)C(C)C,-1,-0.1,0.0,-4
COC(=O)c1c(NC(=O)CSc2nnc3ccccn23)sc2c1CCCC2,-5,-0.1,0.5,5
Cn1c(-c2cccc([N+](=O)[O-])c2)cnc1NCc1ccc(C#N)cc1,30,-0.2,-0.4,3
O=C(COc1ccc(Cl)cc1)N/N=C/c1ccc(Br)o1,16,-0.1,1.3,-6
COC(=O)C1=C(C)NC(=O)NC1c1ccc(O)c(OC)c1 (stereo unspecified),9,0.0,-0.6,-3
CCC(CC)C(=O)Nc1cc(Cl)ccc1C(=O)O,4,0.1,-2.0,18
COc1cc(-c2cc(-c3ccc(C)cc3)nc(C)c2C(N)=O)cc(OC)c1OC,19,0.1,0.1,1
Cc1ccc2c(c1)nnn2C1CCN(S(=O)(=O)c2cccc(Cl)c2)CC1,-4,0.0,0.7,-17
COCCNC(=O)C1CC2CCCN2C12C(=O)N(C)c1ccccc12 (stereo unspecified),4,-0.1,0.9,-6
CCN(CC)c1nc(C)nc2sc3c(c12)CCC(C)C3 (stereo unspecified),8,0.4,2.3,4
CN(C)C(=O)c1ccc(Cl)c(S(=O)(=O)N2CCOCC2)c1,5,0.4,-0.4,-1
Cc1cc(C)n2c(SCC#N)nnc2n1,6,0.4,-0.8,-3
CC(=O)N1CCc2cc(S(=O)(=O)NC(CC(C)C)C(=O)Nc3ccc(C)cc3)ccc21 (stereo unspecified),-2,-0.2,1.1,-4
COc1cc(/C=C2\SC(N)=NC2=O)ccc1OS(=O)(=O)c1ccc(C)cc1,12,0.1,3.5,7
COc1ccccc1-c1nnc2sc(-c3ccccc3I)nn12,7,0.0,-0.1,-7
O=C(O)C(Cc1ccccc1)N1C(=O)c2ccc([N+](=O)[O-])cc2C1=O (stereo unspecified),0,-0.2,0.6,-10
Cn1ccnc1C1(O)CCN(CC(=O)Nc2ccccc2N2CCOCC2)CC1,4,0.0,1.1,9
O=C(CN(Cc1cccs1)C(=O)Cn1nnc(-c2ccc(F)cc2)n1)NC1CCCC1,15,0.1,1.0,10
O=C(c1ccccc1F)N1CCN(c2ccccn2)CC1,-3,-0.1,-1.0,-1
O=C(CCc1ccccc1)NNC(=O)c1ccccc1,14,1.1,-1.0,0
CCCn1c(CCc2ccccc2)nnc1SCC(=O)N1CCOCC1,11,0.0,0.2,4
CN1CCc2c(sc(NC(=O)c3ccnn3C)c2-c2nc3ccccc3s2)C1,6,0.6,-0.3,-14
Cc1ccc(S(=O)(=O)N2CCN(CC(O)COC(C)(C)C)CC2)cc1 (stereo unspecified),26,-0.1,-0.4,8
CN(C)CCN(C1CCN(Cc2ccccc2S(C)(=O)=O)CC1)S(C)(=O)=O,-9,0.0,1.1,3
CCCN1CCN(C(=O)c2sc3ncnc(N4CCCCC4C)c3c2C)CC1 (stereo unspecified),-8,0.1,3.1,-12
Cc1ccccc1NC(=O)Cc1nnc(SCc2nc3ccccc3c(=O)[nH]2)n1C,23,0.4,-0.9,-7
CC(=O)OCC(OC(C)=O)C(OC(C)=O)C(OC(C)=O)C(=O)Nc1ccccc1 (stereo unspecified),6,1.1,0.0,11
CCN(CCN(C)C)Cc1cc(OC)c(OC)cc1[N+](=O)[O-],24,0.1,5.3*,-5
CCC(=O)Nc1cccc(-c2nc3ncccc3o2)c1,-8,1.0,-0.8,-7
COc1cc2[nH]c(=O)c(C(=O)Nc3cc(C)ccc3C)c(O)c2cc1OC,8,-0.3,0.7,4
CC(=O)c1cccc(-c2nc(NCc3ccccc3)c3[nH]cnc3n2)c1,12,0.0,-0.3,7
CCOC(=O)c1c(NC(=O)COc2ccc(Cl)cc2)sc(C(=O)Nc2cccc(Cl)c2C)c1C,0,-0.1,0.4,-4
O=C(Cn1ncc2c(=O)oc3ccccc3c21)Nc1ccccn1,5,0.2,0.3,1
OCCC1CN(C2CSCCSC2)CCN1Cc1ccccc1F (stereo unspecified),3,-0.1,4.3,3
COc1ccc(CSc2nnc(-c3ccco3)o2)cc1[N+](=O)[O-],-4,0.1,1.7,8
CC1(C)Cc2nc3sc4c(=O)n(Cc5ccccc5)cnc4c3cc2CO1,15,0.4,-0.9,9
O=C(Nc1cc(Oc2ccc(O)cc2)cc([N+](=O)[O-])c1)c1nn2c(C(F)(F)F)cc(-c3cccs3)nc2c1Cl,-1,0.3,1.0,0
CCOc1ccc(N=C2SC(C(=O)Nc3ccccc3)CC(=O)N2Cc2ccc3c(c2)OCO3)cc1 (stereo unspecified),12,-0.3,1.9,6
CCCCN(C)CCCN(Cc1cccs1)C(=S)Nc1c(C)cc(C)cc1C,3,-0.1,0.3,3
NS(=O)(=O)c1ccc(NC(=O)c2ccc3c4c(cccc24)CC3)cc1,16,0.1,1.0,-2
CC1CCc2c(sc3ncn(Cc4ccccc4Cl)c(=O)c23)C1 (stereo unspecified),-17,0.2,0.0,-2

# The list continues:
SMILES,MITF primary,FBW7 act,GPR151 ag,TEAD-YAP inh
CCOC(=O)Cn1cc(Cl)ccc1=O,1,0.1,0.9,-11
O=C(c1ccc(Sc2ccccc2Cl)c([N+](=O)[O-])c1)N1CCCC1,0,-0.2,1.6,-7
COc1cccc(CN2C(=O)N(c3cccc(OC)c3)S(=O)(=O)c3ccccc32)c1,8,0.1,-2.4,-5
COc1cc(C2NC(=O)N(C)C(C)=C2C(=O)OC2CCCCCC2)cc(Cl)c1O (stereo unspecified),3,-0.1,1.4,-8
N/C(=N\N=C\c1ccccn1)SC1CC(=O)N(c2ccc(C(=O)O)cc2)C1=O (stereo unspecified),47,0.1,0.7,3
CC12C=CC(O1)C1C(=O)N(c3cc(C(F)(F)F)ccc3Cl)C(=O)C12 (stereo unspecified),6,-0.1,-1.0,8
COc1cc(C(=O)Nc2ccc(NC(=O)c3cccc(C)c3)cc2)cc(OC)c1OC,0,0.1,-1.2,22
O=C(Nc1ccc(-c2csc(-c3ccccc3)n2)cc1)c1ccccc1[N+](=O)[O-],0,0.1,-0.3,-6
O=C(Nc1cccc(Nc2nccc(-c3ccc4nc(C5CC5)[nH]c(=O)c4c3)n2)c1)N1CCCC1,8,0.4,-0.5,6
COc1ccc(N2CCN(C(=O)CN(c3ccc(F)cc3)S(C)(=O)=O)CC2)cc1,12,0.0,-0.4,12
CCN(CC)CCNC1CCN(c2ccc(C(=O)NC(C)c3ccccc3)cc2)CC1 (stereo unspecified),5,-0.1,-0.8,-10
CCC(=O)c1ccc(OCC(O)CN2CCOCC2)cc1 (stereo unspecified),2,0.2,-0.1,-3
CCC1(C)CC(CC#N)(c2ccccc2OC)CCO1 (stereo unspecified),0,-0.2,-0.2,4
C=CCN(C)C(=O)c1cnc2sc3cc(OC)ccc3n2c1=O,7,-0.1,1.0,0
c1ccc(-c2ncn(-c3ccc(Nc4nccc(-c5cncc(N6CCOCC6)c5)n4)cc3)n2)nc1,3,-1.4,-0.1,73*
COC(=O)c1sccc1NC(=O)c1sc2ncn(C)c(=O)c2c1C,-1,0.0,-2.0,-3
NC(=NCCc1ccccc1)NS(=O)(=O)c1ccccc1,14,0.0,-0.4,-11
COCCNc1nc(SCC(=O)N2CCC(C)CC2)nc2ccccc12,-9,0.1,-1.7,-6
O=C(Nc1cccnc1Cl)c1cc(-c2ccc(O)cc2)on1,8,0.0,-0.9,4

# Of the compounds above, 16 have a Cl atom:
SMILES,MITF primary,FBW7 act,GPR151 ag,TEAD-YAP inh
Clc1ccc(-c2nc3sc(-c4ccc(Cl)cc4)nc3s2)cc1,7,0.3,0.7,3
CCOC(=O)C1=C(O)/C(=C/c2ccccc2Cl)SC1=Nc1ccccc1,2,0.0,0.3,-1
CCOC(=O)C1CCCN(C(=S)Nc2cccc(Cl)c2)C1 (stereo unspecified),18,0.2,-1.9,6
COc1ccc2oc(=O)c(-c3nnc(Nc4ccc(Cl)cc4Cl)s3)cc2c1,12,0.3,2.0,-8
O=C(COc1ccc(Cl)cc1)N/N=C/c1ccc(Br)o1,16,-0.1,1.3,-6
CCC(CC)C(=O)Nc1cc(Cl)ccc1C(=O)O,4,0.1,-2.0,18
Cc1ccc2c(c1)nnn2C1CCN(S(=O)(=O)c2cccc(Cl)c2)CC1,-4,0.0,0.7,-17
CN(C)C(=O)c1ccc(Cl)c(S(=O)(=O)N2CCOCC2)c1,5,0.4,-0.4,-1
CCOC(=O)c1c(NC(=O)COc2ccc(Cl)cc2)sc(C(=O)Nc2cccc(Cl)c2C)c1C,0,-0.1,0.4,-4
O=C(Nc1cc(Oc2ccc(O)cc2)cc([N+](=O)[O-])c1)c1nn2c(C(F)(F)F)cc(-c3cccs3)nc2c1Cl,-1,0.3,1.0,0
CC1CCc2c(sc3ncn(Cc4ccccc4Cl)c(=O)c23)C1 (stereo unspecified),-17,0.2,0.0,-2
CCOC(=O)Cn1cc(Cl)ccc1=O,1,0.1,0.9,-11
O=C(c1ccc(Sc2ccccc2Cl)c([N+](=O)[O-])c1)N1CCCC1,0,-0.2,1.6,-7
COc1cc(C2NC(=O)N(C)C(C)=C2C(=O)OC2CCCCCC2)cc(Cl)c1O (stereo unspecified),3,-0.1,1.4,-8
CC12C=CC(O1)C1C(=O)N(c3cc(C(F)(F)F)ccc3Cl)C(=O)C12 (stereo unspecified),6,-0.1,-1.0,8
O=C(Nc1cccnc1Cl)c1cc(-c2ccc(O)cc2)on1,8,0.0,-0.9,4

# Rows are unselected, and some 3.4% of all compounds hit somewhere here.
